p53null 32C tox: p53 null cell cytotoxicity, permissive temperature | 55,000 compounds, 0.62% hits | H1299-neo p53 null cells, ATP luminescence, 24 h, 32C | Potency, µM (doses to about 46.1 µM), inactives show at the top dose activity change, negative = cytotoxicity, actives largely listed as cytotoxic | AID 903;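 further: 0% = DMSO only and -100% = full killing by 100 µM tamoxifen; nearly all actives have a fitted effect of over 55% in size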
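H1299-neo, 600 cells/well; overnight 37C; cpd up to 46 uM, 24 h at 32C; ATPlite luminescence after 20 min RT; normalized to DMSO (0%) and tamoxifen 100 uM (100% kill); Hill-fit AC50.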
p53null 39C kill: p53 null cell cytotoxicity, nonpermissive temperature; H1299 p53-null (neo) cells, 39C, ATPlite viability, 24 h; Potency, µM (series often up to 46.1 µM), without a hit: at the top dose activity, negative = cell killing, hits mostly cytotoxic; 55,000 compounds, 0.97% hits;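 further: 0% = DMSO only and -100% = full killing by 100 µM tamoxifen; nearly all actives have a fitted effect of over 50% in size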
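Following overnight plating at 37C (600 cells/well), H1299-neo or H1299-p53A138V cells are dosed up to 46 uM. Incubation lasts 24 hr at 39C before ATP detection.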
NTMT1 inhibitor: blocks human N-terminal methyltransferase 1 activity; Potency, µM (titrated, usually from 114 µM), inactives show at the highest dose activity change, negative = inhibition, most hits filed as inhibitors; 59,000 compounds, 2.5% hits; Q9BV86; NTMT1 MTase-Glo SAH luminescence, purified enzyme;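 further: plate controls were DMSO vehicle for no effect and no enzyme for full effect; nearly all actives have a fitted effect of over 65% in size; many of its hits are not listed in these tables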
Target sequence (Q9BV86 whole entry, looked up): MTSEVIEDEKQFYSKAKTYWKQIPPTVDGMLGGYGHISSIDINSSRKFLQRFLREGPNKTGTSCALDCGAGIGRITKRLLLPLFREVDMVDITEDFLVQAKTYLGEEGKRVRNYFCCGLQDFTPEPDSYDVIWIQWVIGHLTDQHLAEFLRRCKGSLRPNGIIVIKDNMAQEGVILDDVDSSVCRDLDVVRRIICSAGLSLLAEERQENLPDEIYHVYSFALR
FH mod: Identification of activators of human fumarate hydratase by quantitative high-throughput screening. Fumarate hydratase, mitochondrial (Homo sapiens), P07954. FH coupled MDH/diaphorase resazurin fluorescence, 15 min. Potency, µM (top dose mostly 79.9 µM), for inactives: at the top dose activity change, negative = inhibition, actives largely listed as inhibitors. 54,000 compounds, 0.22% hits. AID 1347055, 2019; further: the screen sought activators but most active calls are inhibition curves; nearly all actives have a fitted effect of over 45% in size
Target sequence (P07954 whole entry, looked up): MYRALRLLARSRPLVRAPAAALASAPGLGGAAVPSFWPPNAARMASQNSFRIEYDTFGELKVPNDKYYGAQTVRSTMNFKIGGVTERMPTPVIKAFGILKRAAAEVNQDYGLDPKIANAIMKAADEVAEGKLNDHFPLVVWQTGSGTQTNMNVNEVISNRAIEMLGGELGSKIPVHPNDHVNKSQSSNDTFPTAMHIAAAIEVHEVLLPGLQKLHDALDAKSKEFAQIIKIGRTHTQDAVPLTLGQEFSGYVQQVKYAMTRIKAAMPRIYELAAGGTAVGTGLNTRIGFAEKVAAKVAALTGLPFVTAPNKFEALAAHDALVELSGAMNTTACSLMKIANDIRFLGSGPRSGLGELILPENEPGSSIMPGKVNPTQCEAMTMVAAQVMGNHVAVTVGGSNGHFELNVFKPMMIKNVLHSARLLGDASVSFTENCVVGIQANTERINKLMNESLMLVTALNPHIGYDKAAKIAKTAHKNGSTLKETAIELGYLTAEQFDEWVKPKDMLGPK
Active calls of the source: *; & = joins results of further samples; ! = not active in a repeat; [ ] = remark or other dose. The call rests on the fitted dose curve; in most records, active means well fitted curve in the direction sought with a large enough effect; inconclusive means small, poorly fitted or top-dose-only effect, or another doubt; inactive means no such curve, though single readings can be large; an effect the other way counts as inactive or inconclusive. Unless noted, on the % scale 0 is the no-effect control and ±100 the full control effect; potency means the concentration at half of the fitted maximal effect. The list is partial, so the mix of outcomes need not match the whole.

The first 2 records as a preview:
`CN1c2ccc([N+](=O)[O-])cc2CC2(C(=O)NC(=O)N(c3ccccc3)C2=O)C1c1ccccc1` (configuration not stated) gave p53null 32C tox -16%.
Cn1cccc1/C=C1\C(=O)NC(=O)N(CCC2=CCCCC2)C1=O was read as p53null 32C tox -5%.

The list itself, previewed entries included:
`CN1c2ccc([N+](=O)[O-])cc2CC2(C(=O)NC(=O)N(c3ccccc3)C2=O)C1c1ccccc1` (configuration not stated) gave p53null 32C tox -16%.
Cn1cccc1/C=C1\C(=O)NC(=O)N(CCC2=CCCCC2)C1=O was read as p53null 32C tox -5%.
Screening COc1ccc(/C=C2/C(=O)NC(=O)N(c3ccc(C)c(C)c3)C2=O)cc1CN1C(=O)c2ccccc2C1=O returned p53null 32C tox -9%.
CCCOP(=O)(OCCC)C(NC(=O)c1ccccc1)=C(Cl)Cl was read as p53null 32C tox -2%.
For Clc1ccc(C2NCCc3[nH]cnc32)cc1 (configuration not stated) the results were p53null 32C tox -14%.
Cc1cc(Oc2ccc(C(F)(F)F)cc2[N+](=O)[O-])c2c3c(c(=O)oc2c1)CCCC3 was read as p53null 32C tox -14%.
`O=c1[nH]c(=O)n(-c2ccccc2)c(O)c1/C=C/C=Nc1ccccc1` gave p53null 32C tox -11%.
Screening CC/C(=N\N1CCN(C)CC1)c1c(O)[nH]c(=O)[nH]c1=O returned p53null 32C tox 3%.
COc1ccccc1N1C(=O)NC(=O)/C(=C/c2ccc3c4c(cccc24)CC3)C1=O was read as p53null 39C kill 19%.
Screening Cc1ccc2c(CN3CC=C(c4ccccc4)CC3)cc(=O)oc2c1C returned p53null 39C kill 7%[1.84 µM].
O=C(CN1CC(c2ccccc2)CC1=O)Nc1ccc(F)cc1 (configuration not stated) was read as p53null 32C tox 2% and p53null 39C kill -1%.
For COc1ccccc1N(CC(=O)NC1CCCC1)C(=O)c1cnn(C(C)C)c1 the results were p53null 32C tox -5% and p53null 39C kill -7%.
Cc1nn(Cc2ccccc2)c(Cl)c1C(=O)NC1CCCc2ccccc21 (configuration not stated) was read as p53null 32C tox -3% and p53null 39C kill 14%.
For CCOC(=O)c1cccc([P+](=O)O)c1 the results were p53null 32C tox 1% and p53null 39C kill 2%.
`COc1ccc(/C=C2\C(=N\O)C3CCN2CC3)cc1` gave p53null 32C tox -14% and p53null 39C kill 4%.
`CN(C)CC1CSCCC1(O)c1ccc(Cl)cc1` (configuration not stated) gave p53null 32C tox -6% and p53null 39C kill -14%.
Screening CCC12CN3CCN(CC(C3)C1O)C2 (configuration not stated) returned p53null 32C tox 1% and p53null 39C kill -7%.
For Cn1c(O)c(C=NCCCNC2CCCCC2)c(=O)n(C)c1=O the results were p53null 32C tox 0% and p53null 39C kill -4%.
`CCOC(=O)C(NC(C)=O)C(OC(C)=O)c1cccc(N(CCCl)CCCl)c1` (configuration not stated) gave p53null 32C tox -4% and p53null 39C kill 2%.
`CCCC1C(C#N)=C(N)Oc2c1c(=O)oc1ccccc21` (configuration not stated) gave p53null 32C tox 2% and p53null 39C kill -1%.
`O=C(c1c[nH]cc1-c1ccccc1)c1cccc2ccccc12` gave p53null 32C tox -1% and p53null 39C kill 0%.
CC1OC(NCCc2ccccc2)C(O)C(O)C1O (configuration not stated) was read as p53null 32C tox 0% and p53null 39C kill -9%.
`COc1ccc(C(C)=O)cc1CC(C(=O)c1ccc(C)cc1)N(C)C` (configuration not stated) gave p53null 32C tox 9% and p53null 39C kill 16%.
CC[N+](C)(CC)CCCOC(=O)C(O)(c1ccccc1)C1CCCCC1 (configuration not stated) was read as p53null 32C tox 1% and p53null 39C kill -3%.

Of the compounds above, these contain fluorine.
Cc1cc(Oc2ccc(C(F)(F)F)cc2[N+](=O)[O-])c2c3c(c(=O)oc2c1)CCCC3 was read as p53null 32C tox -14%.
O=C(CN1CC(c2ccccc2)CC1=O)Nc1ccc(F)cc1 (configuration not stated) was read as p53null 32C tox 2% and p53null 39C kill -1%.

Other structures follow.
CN(C)c1nc(OCCNC(=O)COc2ccc(Cl)cc2Cl)nc(N2CCCCC2)n1 was read as p53null 32C tox -2% and p53null 39C kill 21%.
CCN1C(=O)C(=Cc2cc(C)n(C3CC3)c2C)C(=O)N(CC)C1=S was read as p53null 32C tox 4% and p53null 39C kill 21%[1.84 µM].
For CCCCn1c(O)c(C(CC)=Nc2ccc(C(=O)O)cc2)c(=O)[nH]c1=O the results were p53null 32C tox 3% and p53null 39C kill -14%.
`Cn1c(=O)cc(SCC(=O)N2CCC3(CC2)OCCO3)c2ccc(Cl)cc21` gave p53null 32C tox 11% and p53null 39C kill -15%.
For S=C1CN=C(c2ccccc2Cl)c2cc(Cl)ccc2N1 the results were p53null 32C tox 9% and p53null 39C kill 16%.
COc1cc(/C=C/C(=O)c2c(O)n(CCc3ccccc3)c(=O)[nH]c2=O)ccc1O was read as p53null 32C tox -4% and p53null 39C kill 0%.
`CCC(CC)C1C(C#N)=C(N)Oc2c1c(=O)oc1ccccc21` (configuration not stated) gave p53null 32C tox 14% and p53null 39C kill 9%.
`C[N+]1(C)C2CCC1CC(OC(=O)C(CO)c1ccccc1)C2` (configuration not stated) gave FH mod -8%&-6%[53.3 µM].
For Cn1cnc(CCN)c1 the results were FH mod -8%[53.3 µM].
For C[C@]12Cc3cn4c(nc3C=C1CCC1C2CC[C@@]2(C)[C@H]1CC[C@@]2(O)C#N)nc1ccccc14 (some centres not stated) the results were FH mod inconclusive.
C=CCN1CC[C@]23CCCCC2[C@H]1Cc1ccc(O)cc13 (some centres not stated) was read as FH mod -7%[53.3 µM].
`CCCN(CCC)CCc1ccc(O)c(O)c1` gave FH mod -17%[53.3 µM].
Screening c1ccc2c(N3CCNCC3)cccc2c1 returned FH mod -5%[53.3 µM].
`CC(N)Cc1c[nH]c2ccc(O)cc12` (configuration not stated) gave FH mod -13%[53.3 µM].
O=S1(=O)N(CCN2CC=C(c3c[nH]c4cc(F)ccc34)CC2)c2cccc3c2N1CCC3 was read as FH mod inconclusive.
NCC(O)c1cc(O)c(O)cc1F (configuration not stated) was read as FH mod inconclusive.
Screening O=C(O)[C@@H]1CCN1 returned FH mod -8%[53.3 µM].
For CC(Cc1ccc(OCC(=O)O)cc1)NCC(O)c1cccc(Cl)c1 (configuration not stated) the results were FH mod -18%[53.3 µM].
C[N+]1(C)CCC(OC(=O)C(c2ccccc2)c2ccccc2)CC1 was read as FH mod -26%[53.3 µM].
CO[C@H]1CC=C2CCN3CCC4=C(CC(=O)OC4)[C@]23C1 was read as FH mod -22%[53.3 µM].
For NC(=O)CI the results were FH mod 25µM*.
Screening COc1ccc(CNC(=O)/C=C/c2ccc3[nH]cc(CCN(C)C)c3c2)cc1 returned FH mod -25%[53.3 µM].
C=CCN1CCC23c4c5ccc(O)c4O[C@H]2C(=O)CC[C@@]3(O)C1C5 (some centres not stated) was read as FH mod -20%[53.3 µM].
`Nc1cc2c(ncn2CCOCP(=O)(O)O)c(=O)[nH]1` gave FH mod -12%[53.3 µM].

In the list so far, three contain a cyano group.
`CCCC1C(C#N)=C(N)Oc2c1c(=O)oc1ccccc21` (configuration not stated) gave p53null 32C tox 2% and p53null 39C kill -1%.
`CCC(CC)C1C(C#N)=C(N)Oc2c1c(=O)oc1ccccc21` (configuration not stated) gave p53null 32C tox 14% and p53null 39C kill 9%.
For C[C@]12Cc3cn4c(nc3C=C1CCC1C2CC[C@@]2(C)[C@H]1CC[C@@]2(O)C#N)nc1ccccc14 (some centres not stated) the results were FH mod inconclusive.

Other records
`NC(N)=Nc1ccc2[nH]c3c(c2c1)C[C@@]1(O)[C@H]2Cc4ccc(O)c5c4[C@@]1(CCN2CC1CC1)[C@H]3O5` gave FH mod inconclusive.
Screening COc1ccc2[nH]cc(CCN)c2c1 returned FH mod -7%[53.3 µM].
Screening Clc1ccc(N2CC3CCC(C2)N3)nn1 returned FH mod -11%[53.3 µM].
`O=C(O)CC[N+](=O)[O-]` gave FH mod 7%[53.3 µM].
For OC1CCCCC1N1CCC(c2ccccc2)CC1 (configuration not stated) the results were FH mod -18%[53.3 µM].
`Cc1nccc2c1[nH]c1ccccc12` gave FH mod -16%[53.3 µM].
Screening C[N+]1(C)C2CC(OC(=O)[C@H](CO)c3ccccc3)CC1C1OC12 (some centres not stated) returned FH mod 3%&-13%[53.3 µM].
Screening C[N+]1(C)C2CCC1CC(OC(=O)c1c[nH]c3ccccc13)C2 (configuration not stated) returned FH mod 4%[53.3 µM].
`NC(CP(=O)(O)O)C(=O)O` (configuration not stated) gave FH mod -3%[53.3 µM].
For CCCN(CCC)C1CCc2ccc(O)cc2C1 (configuration not stated) the results were FH mod -12%[53.3 µM].
NC(CCP(=O)(O)O)C(=O)O (configuration not stated) was read as FH mod -8%[53.3 µM].
NC(=O)c1cc(N2CC2)c([N+](=O)[O-])cc1[N+](=O)[O-] was read as FH mod -8%[53.3 µM].
For N[C@@H](Cn1oc(=O)[nH]c1=O)C(=O)O the results were FH mod -3%[53.3 µM].
`O=C(O)C1=CCCN(CCOC(c2ccc(C(F)(F)F)cc2)c2ccc(C(F)(F)F)cc2)C1` gave NTMT1 inhibitor -2%.
`Cc1nc2ccccn2c1P(=S)(c1ccccc1)c1ccccc1` gave NTMT1 inhibitor -19%.
`Cc1[nH]ncc1-c1cc2nc([C@@H]3CC4CCN3CC4)[nH]c(=O)c2s1` gave NTMT1 inhibitor 12%.
Screening C[C@@H](C1CC[C@@]2(O)C3=CC(=O)[C@@H]4C[C@@H](O)[C@@H](O)C[C@]4(C)[C@H]3CC[C@]12C)[C@H](O)CCC(C)(C)O (some centres not stated) returned NTMT1 inhibitor 16%.
Screening CCOc1ccc(CCNC(=O)c2cc3cnccc3n2Cc2cccc(C)n2)cc1OCC returned NTMT1 inhibitor 13%[57.5 µM].
Screening CCCCCCC(C)(C)c1cc(O)c2c(c1)OC(C)(C)C1CC=C(CO)C[C@H]21 (some centres not stated) returned NTMT1 inhibitor 2%.
Screening CCc1nn2c(=O)c(F)c(N3CCNCC3)nc2s1 returned NTMT1 inhibitor -5%.
S=P(c1ccccc1)(c1ccccc1)c1c(-c2ccccc2)[nH]c2ccccc12 was read as NTMT1 inhibitor 26%.
Screening CC(=O)N1N=C(c2ccc(N)cc2)c2cc3c(cc2C[C@H]1C)OCO3 returned NTMT1 inhibitor 4%[57.5 µM] and FH mod 1%.
COC1CC(O[C@H]2CC[C@@]3(C)C(=CCC4C3C(O)[C@@H](O)[C@]3(C)[C@@H](C(C)=O)CC[C@]43O)C2)OC(C)C1OC1CC(OC)C(OC2OC(C)C(O)C(O)C2O)C(C)O1 (some centres not stated) was read as NTMT1 inhibitor -4%[12.6 µM] and FH mod 6%[20.6 µM].
Screening CC(CC(C(N)=O)(c1ccccc1)c1ccccc1)N(C)C (configuration not stated) returned NTMT1 inhibitor inconclusive and FH mod -3%[53.3 µM].
CC(Cc1ccccc1)NCCCCl (configuration not stated) was read as NTMT1 inhibitor 0%[57.5 µM] and FH mod 3%[53.3 µM].
`CCN1C[C@]2(COC(=O)c3ccccc3N3C(=O)C[C@H](C)C3=O)CC[C@H](OC)[C@@]34[C@@H]5C[C@H]6[C@H](OC)[C@@H]5[C@](O)(C[C@@H]6OC)[C@](O)([C@@H](OC)[C@H]23)[C@@H]14` gave NTMT1 inhibitor inconclusive and FH mod 0%.
CCOP(=O)(OCC)C(C)NC(=O)N(CCCl)N=O (configuration not stated) was read as NTMT1 inhibitor -8% and FH mod 3%[53.3 µM].
For C=C1[C@@]23C(=O)O[C@H](C)[C@]24O[C@@]2(C(=C)[C@]5(C=CC(=O)OC5(C)C)CC[C@]32C)[C@H](O)[C@@]1(C)OC4=O the results were NTMT1 inhibitor -9%[29.8 µM] and FH mod -8%[53.3 µM].
Screening CCOC(=O)CC(SP(=S)(OC)OC)C(=O)OCC (configuration not stated) returned NTMT1 inhibitor 32µM*! and FH mod 2%[53.3 µM].
`NCCc1cc(O)c(O)cc1O` gave NTMT1 inhibitor 28µM* and FH mod -10%[53.3 µM].
For CCNC(=O)CC1N=C(c2ccc(Cl)cc2)c2cc(OC)ccc2-n2c(C)nnc21 (configuration not stated) the results were NTMT1 inhibitor 2%&15%&9%[57.5 µM] and FH mod 0%.
O=S(=O)(c1ccccc1F)N1CCOc2c(N3CCNCC3)cccc21 was read as NTMT1 inhibitor -1%[57.5 µM] and FH mod 3%.

Screening data deposited in PubChem BioAssay by National Center for Advancing Translational Sciences (NCATS).
